Source: PubChem
MITF primary – MITF inhibitors, primary screen, biochemical, AlphaScreen, human. inhibition, % at 2.6 µM. AlphaScreen MITF homodimerization, bead proximity signal. AID 1259374, 2018. hit rate 0.91% among 650,000. Microphthalmia-associated transcription factor (Homo sapiens), O75030; in the data active = inhibition above about 50%;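 note: 0% = vehicle wells with protein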
FBW7 act – FBW7 E3 ligase activators, primary screen, biochemical, AlphaScreen, human | AlphaScreen FBW7–phospho-cyclin E peptide binding, activator screen | hit rate 0.13% among 650,000 | normalized activity (activation), % at 26.1 µM | F-box/WD repeat-containing protein 7 (Homo sapiens), Q969H0; in the data active = normalized activity above about 1.9%;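 note: purified mutant Fbw7 with reduced substrate affinity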
Target sequence (Q969H0 whole entry, looked up): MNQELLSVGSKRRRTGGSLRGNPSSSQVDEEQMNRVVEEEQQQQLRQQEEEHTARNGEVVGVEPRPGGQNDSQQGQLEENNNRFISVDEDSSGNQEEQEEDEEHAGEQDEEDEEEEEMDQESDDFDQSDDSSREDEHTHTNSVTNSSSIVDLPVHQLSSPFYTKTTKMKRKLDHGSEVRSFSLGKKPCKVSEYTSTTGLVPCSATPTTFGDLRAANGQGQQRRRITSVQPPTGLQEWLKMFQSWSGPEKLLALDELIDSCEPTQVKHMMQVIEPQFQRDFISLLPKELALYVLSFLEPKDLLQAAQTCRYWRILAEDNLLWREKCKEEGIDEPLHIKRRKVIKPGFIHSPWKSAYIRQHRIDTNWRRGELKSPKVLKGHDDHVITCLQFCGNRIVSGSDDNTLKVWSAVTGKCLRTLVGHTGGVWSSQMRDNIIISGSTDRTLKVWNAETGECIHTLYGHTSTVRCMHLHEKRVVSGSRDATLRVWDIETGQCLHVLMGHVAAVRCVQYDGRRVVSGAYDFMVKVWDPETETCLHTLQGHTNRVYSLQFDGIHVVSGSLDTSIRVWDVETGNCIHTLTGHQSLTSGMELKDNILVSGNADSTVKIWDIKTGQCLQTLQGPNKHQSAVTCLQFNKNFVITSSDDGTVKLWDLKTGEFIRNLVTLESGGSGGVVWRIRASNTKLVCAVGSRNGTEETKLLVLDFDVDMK
TEAD-YAP block – TEAD-YAP interaction inhibition, primary screen, TEAD-YAP interaction inhibitor project, luminescence, HEK-TIYL cells; TEAD-Gal4/YAP UAS-luciferase luminescence; inhibition, % at 9.12 µM; hit rate 1.4% among 640,000; AID 1259422, 2018; in the data active = inhibition above about 32%;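 note: 0% = median of test compound wells and 100% = reference inhibitor wells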
GPR151 ag – activators of human GPR151, primary screen, cell-based, PathHunter beta-arrestin, luminescence | hit rate 1% among 650,000 | PathHunter beta-arrestin GPR151 cells | activation, % at 11.2 µM; in the data active = activation above about 4.9%;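 note: 0% = median of compound wells and 100% = cells with positive control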
The depositor's hits bear a star; · = not tested or not shown. Compounds as they come. About 3.4% of those tested had a hit in this group.

SMILES	MITF primary	FBW7 act	TEAD-YAP block	GPR151 ag
Cc1ccc(NS(=O)(=O)c2ccc(N3C(=O)c4ccccc4C3=O)cc2)cc1C	18	0.3	5	-1.1
Cc1c(N(C)C(=O)c2cccc(Br)c2)c(=O)n(-c2ccccc2)n1C	9	0.1	4	-0.5
Cn1cc(C(=O)N/N=C/c2ccc(O)cc2)c2ccccc21	6	-0.1	11	0.6
CCCCCCCn1c(SCC(=O)c2ccc(Cl)cc2)nc2c1c(=O)[nH]c(=O)n2C	5	0.0	9	2.5
O=C(NCc1nnc2n1CCN(Cc1cccc(C(F)(F)F)c1)CC2)C1CCOC1 (stereo not drawn)	-7	0.0	0	2.7
CNC(=O)/C(C#N)=C/c1cn(CCOc2ccccc2C)c2ccccc12	-6	0.0	3	0.7
CCOc1cc(/C=C2\C(=O)NC(=O)N(c3ccccc3Cl)C2=O)cc([N+](=O)[O-])c1O	5	0.2	-4	-0.3
Cc1ccccc1N=C(N)Nc1ccccc1C	-1	-0.1	·	0.0
CCOc1ccc(NC(=O)COc2ccc(-c3nc4c([nH]3)c(=O)n(C)c(=O)n4C)cc2)cc1	5	0.0	15	0.9
COc1cc(Cl)c(C)cc1NC(=O)CSc1nnc(-c2ccccc2)n1N	12	-0.1	7	-1.9
O=C(CSc1ccc(-c2cccs2)nn1)NCC1CCCO1 (stereo not drawn)	14	0.5	-11	-1.4
Cc1nc2ccccn2c1C(=O)NCc1ccccc1Oc1ccccc1	21	1.9*	3	-1.0
CCOc1ccccc1NC(=O)N1CCCC(c2nc(-c3ccc(C)o3)no2)C1 (stereo not drawn)	-8	0.0	0	-0.1
CCOc1ccc(C2CC(c3ccc(Cl)cc3)n3ncnc3N2)cc1 (stereo not drawn)	1	-0.1	5	0.7
NC(=O)c1oc2ccccc2c1NC(=O)c1cc2cc([N+](=O)[O-])ccc2s1	-2	0.0	4	-0.3
Brc1ccc2ncnc(Nc3ccc(N4CCCCC4)cc3)c2c1	20	0.5	-2	1.1
Fc1ccc(N2CCN(CCN3CCOCC3)CC2)cc1	-4	0.0	1	1.0
Cc1ccc(COc2ccc(/C=N/O)cc2)cc1	-5	0.0	-63	0.3
O=[N+]([O-])c1cc2c3c(c1)C1C=CCC1CN3CC1CC=CC21 (stereo not drawn)	-3	0.2	9	-0.7
Cc1cc(C(F)(F)F)nc(SCc2cccc(C(=O)Nc3ccc(I)cc3C)c2)n1	8	0.0	6	1.2
Cc1nc(SCc2cccc(Cl)c2)c2c(=O)n(C)c(=O)n(C)c2n1	15	0.1	0	0.3
COc1ccc2cc(/C(C)=N/NC(=O)c3ccc(O)cc3)ccc2c1	2	0.1	-24	-0.4
O=[N+]([O-])c1ccc(/C=N/NS(=O)(=O)c2ccc(Cl)cc2)o1	-21	-0.2	6	-0.4
COc1ccc2c(c1)OCC/C2=N\OC(=O)c1ccc(Cl)cc1	2	-0.1	1	-1.7
O=C(Nc1ccc2ccccc2c1)c1ccc(Br)cc1	10	0.0	-47	-0.5
CCOc1ccc(NC(=O)CN(c2ccc(C)cc2)S(=O)(=O)c2ccc(OC)cc2)cc1	6	-0.4	1	1.9
O=C(CCn1ccnc1)Nc1ccc2ccccc2c1	2	0.1	-5	-0.5
O=C(NCCCCO)c1ccc2c3c(cccc13)CC2	1	0.0	-5	2.3
CC(/C=N\NC(=O)Cc1cccs1)=C\c1ccccc1	-8	0.2	-74	-1.9
Cc1nn(CC(N)=O)c(C)c1[N+](=O)[O-]	2	0.1	-4	0.6
C=CCNC(=S)NNc1nc(N2CCCC2)nc(N2CCCC2)n1	3	0.2	7	-0.4
C/C(=N\NC(=O)COc1ccc(Cl)cc1)c1cccc([N+](=O)[O-])c1	13	0.1	-3	-0.6
CCOC(=O)c1c(NC(=O)c2ccc(S(=O)(=O)N3CC(C)CC(C)C3)cc2)sc2c1CCC(C)C2 (stereo not drawn)	4	0.2	0	-1.0
COc1ccccc1-n1nc(C(=O)N2CCC3(CC2)OCCO3)c2ccccc2c1=O	10	0.0	6	-0.4
COC(=O)/C(=C/c1ccccc1)NC(=O)c1ccc(OC)cc1	3	0.1	8	0.3
O=c1cc(CN2CCC3(CC2)OCCO3)c2cc(Cl)c(O)cc2o1	11	0.3	1	-0.9
O=C(O)c1ccc(CNC(=O)c2ccco2)cc1	11	0.0	7	-1.8
COC(CNc1ncnc(N)c1[N+](=O)[O-])OC	1	0.2	12	0.2
CCC(C)NC(=O)CN(c1ccccc1)S(=O)(=O)c1ccc(OC)cc1 (stereo not drawn)	2	-0.1	-2	-0.4
Cn1nc2c(c1NC(=O)COc1ccc(Cl)cc1)CCC2	11	0.2	31	3.8
COc1ccc(-c2cc(C(F)(F)F)n3nc(C(=O)Nc4cc(Cl)cc(Cl)c4)cc3n2)cc1OC	11	0.4	-5	2.6
CCCCN1C(SCC(=O)NCCCc2ccccc2)=NS(=O)(=O)c2ccccc21	20	0.2	7	-0.9
O=S(=O)(NCCc1csc2nc(-c3ccc(F)cc3)nn12)c1cccc(Cl)c1	6	0.3	6	-1.2
Cc1c(Cl)cccc1NC(=O)Cn1nc2n(C)c3ccccc3n2c(=O)c1=O	10	1.4	3	-1.0
COc1ccc2nc(NC(=O)c3cccc(OC)c3OC)sc2c1	3	-0.1	-11	0.6
CN(CCNC(=O)c1cc2c(s1)CS(=O)(=O)C2)C1CCCCC1	-2	-0.1	-1	-0.3
CCOC(=O)C1CCN(S(=O)(=O)c2ccc3c(c2)CC(=O)N3)CC1	8	0.0	3	-0.3
CCn1cc(C(=O)N(C)Cc2ccccc2)c(=O)c2ccc(C)nc21	6	-0.1	10	1.4
Cn1cc(C(=O)N/N=C/c2cc(C(C)(C)C)c(O)c(C(C)(C)C)c2)ccc1=O	8	0.0	6	1.2
Cc1ccc(O)c(NC(=O)CCCn2nc([N+](=O)[O-])cc2C)c1	12	0.1	4	-0.9
O=C1C(=O)N(CCCn2ccnc2)C(c2ccccc2)/C1=C(/O)c1ccc(F)cc1 (stereo not drawn)	2	-0.1	1	-0.1
Cc1nc2ccccc2n1S(=O)(=O)N1CCCCCC1	3	-0.1	-7	0.1
O=C(Nc1ccc(Cl)cc1Cl)c1ccc(Br)cc1	19	0.3	-50	-2.1
COc1ccc(-c2nc(CSCC(=O)NCCN3CCCCC3C)c(C)o2)cc1OC (stereo not drawn)	-9	0.1	-6	0.2
COc1ccc(NC(=O)c2cc3ccccc3o2)c(OC)c1	-3	0.0	-58	-0.8
Cc1cc(C(=O)COc2ccc(-c3ccccc3)cc2)c(C)n1OCc1ccccc1	0	0.3	-9	-0.1
CCOC(=O)c1c(NC(=O)c2ccccc2)sc(C(=O)Nc2ccccc2OC)c1C	-10	-0.1	0	1.0
COc1ccc(CCNC(=O)c2cc(Cl)ccc2OC)cc1	13	0.1	3	0.2
CCc1cccc(C)c1NC(=O)CN(c1ccccc1)S(=O)(=O)N(C)C	20	0.0	-2	-1.3
CCN(CC)c1ccc(NC(=O)c2ccc(OC)c(OC)c2)cc1	6	-0.1	-36	-5.7

Following part.
SMILES	MITF primary	FBW7 act	TEAD-YAP block	GPR151 ag
O=S(=O)(c1ccc(Cl)cc1)c1nc(/C=C/c2ccccc2)oc1NCc1ccco1	-4	0.1	8	-0.4
COc1ccc(NC(=O)CCS(=O)(=O)c2ccccc2)cc1	15	0.1	-48	-0.9
CCC(CC)C(=O)NCCc1ccc(F)cc1	9	0.4	4	1.4
OC1CCC(Nc2nc(NCCOc3ccccc3)c3ncn(-c4ccccc4)c3n2)CC1 (stereo not drawn)	-1	-0.1	-18	-0.8
CCNCCC1CCC(=O)N1Cc1ccc(F)cc1 (stereo not drawn)	2	-0.1	-6	0.5
N#C/C(=C\c1ccc(Br)o1)c1nc(-c2cc3c(ccc4ccccc43)oc2=O)cs1	-13	0.1	-1	-0.6
COc1ccccc1NC(=O)CSC1CC(=O)N(c2ccc3c(c2)OCO3)C1=O (stereo not drawn)	-5	-0.1	-2	0.7
COc1cccc(CN(C(=O)Nc2ccc(-c3cn[nH]c3)cc2)C(C)C)c1	20	0.8	-6	1.2
COc1ccc(C(=O)NC(C)CCc2ccccc2)cc1[N+](=O)[O-] (stereo not drawn)	3	0.1	-6	-0.8
CCOc1ccccc1C(=O)Oc1coc(CSc2nccc(C)n2)cc1=O	8	-0.1	0	1.7
CCCOC(=O)c1ccc(NC(=O)c2cccs2)cc1	18	0.1	-48	-2.5
CCC(=O)Nc1nnc(SCC(=O)Nc2nnc(C)s2)s1	-11	0.0	3	-0.8
CC(=O)N1CCOc2cc(S(=O)(=O)NC3CCCCC3)c(Cl)cc21	9	0.2	1	-2.5
Cc1nn2c(N3CCC(O)CC3)c3c(nc2c1-c1ccccc1)CCCC3	2	-0.1	7	0.2

Structures from the list above containing a Cl atom, in the order listed:
SMILES	MITF primary	FBW7 act	TEAD-YAP block	GPR151 ag
CCCCCCCn1c(SCC(=O)c2ccc(Cl)cc2)nc2c1c(=O)[nH]c(=O)n2C	5	0.0	9	2.5
CCOc1cc(/C=C2\C(=O)NC(=O)N(c3ccccc3Cl)C2=O)cc([N+](=O)[O-])c1O	5	0.2	-4	-0.3
COc1cc(Cl)c(C)cc1NC(=O)CSc1nnc(-c2ccccc2)n1N	12	-0.1	7	-1.9
CCOc1ccc(C2CC(c3ccc(Cl)cc3)n3ncnc3N2)cc1 (stereo not drawn)	1	-0.1	5	0.7
Cc1nc(SCc2cccc(Cl)c2)c2c(=O)n(C)c(=O)n(C)c2n1	15	0.1	0	0.3
O=[N+]([O-])c1ccc(/C=N/NS(=O)(=O)c2ccc(Cl)cc2)o1	-21	-0.2	6	-0.4
COc1ccc2c(c1)OCC/C2=N\OC(=O)c1ccc(Cl)cc1	2	-0.1	1	-1.7
C/C(=N\NC(=O)COc1ccc(Cl)cc1)c1cccc([N+](=O)[O-])c1	13	0.1	-3	-0.6
O=c1cc(CN2CCC3(CC2)OCCO3)c2cc(Cl)c(O)cc2o1	11	0.3	1	-0.9
Cn1nc2c(c1NC(=O)COc1ccc(Cl)cc1)CCC2	11	0.2	31	3.8
COc1ccc(-c2cc(C(F)(F)F)n3nc(C(=O)Nc4cc(Cl)cc(Cl)c4)cc3n2)cc1OC	11	0.4	-5	2.6
O=S(=O)(NCCc1csc2nc(-c3ccc(F)cc3)nn12)c1cccc(Cl)c1	6	0.3	6	-1.2
Cc1c(Cl)cccc1NC(=O)Cn1nc2n(C)c3ccccc3n2c(=O)c1=O	10	1.4	3	-1.0
O=C(Nc1ccc(Cl)cc1Cl)c1ccc(Br)cc1	19	0.3	-50	-2.1
COc1ccc(CCNC(=O)c2cc(Cl)ccc2OC)cc1	13	0.1	3	0.2
O=S(=O)(c1ccc(Cl)cc1)c1nc(/C=C/c2ccccc2)oc1NCc1ccco1	-4	0.1	8	-0.4
CC(=O)N1CCOc2cc(S(=O)(=O)NC3CCCCC3)c(Cl)cc21	9	0.2	1	-2.5
